# MPTP block – blocks calcium-induced mitochondrial swelling; isolated mouse mitochondria, Ca2+ swelling absorbance, 30 min; inhibition, % at 10 µM; 1.4% of 360,000 active; AID 602449;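 active = inhibition of 50% or more, scaled per plate between neutral and stimulator controls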;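 note: 0% = DMSO wells given calcium and 100% = 1 mM EGTA wells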
# NR3A LBD binder – NR3A (human) ligand-binding domain modulation; NR3A LBD differential scanning fluorimetry, Tm shift; 0% = protein alone, 100% = glycine-bound protein; Tm shift relative to glycine control, % at 25 µM; 2.5% of 340,000 active; AID 1259313;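 active = melting temperature shift of at least 10% of the positive control shift, at one fixed dose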
# tim23-1 inh – tim23-1 yeast growth inhibition. 1.3% of 330,000 active. S. cerevisiae tim23-1 growth, BacTiter-Glo luminescence, 24 h. inhibition, % at 20 µM. AID 463212;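 active = growth inhibition of the mutant yeast at or above 50%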;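 note: temperature-sensitive mutant grown at 25 °C; plate controls were DMSO-treated mutant yeast for no effect and medium wells lacking yeast for full effect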
# APJ ag – activates the human apelin receptor APJ. P35414. CHO-K1 APJ PathHunter beta-arrestin, luminescence; 0% DMSO wells, 100% apelin. activation, % at 20 µM. 0.11% of 330,000 active. AID 2520;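 active = activation more than six SD over the plate average, tested at 20 µM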;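 note: 0% = DMSO alone and 100% = apelin-13 at 10 nM; some results filed as inactive read as strong as hits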
# Target sequence (P35414 whole entry, looked up): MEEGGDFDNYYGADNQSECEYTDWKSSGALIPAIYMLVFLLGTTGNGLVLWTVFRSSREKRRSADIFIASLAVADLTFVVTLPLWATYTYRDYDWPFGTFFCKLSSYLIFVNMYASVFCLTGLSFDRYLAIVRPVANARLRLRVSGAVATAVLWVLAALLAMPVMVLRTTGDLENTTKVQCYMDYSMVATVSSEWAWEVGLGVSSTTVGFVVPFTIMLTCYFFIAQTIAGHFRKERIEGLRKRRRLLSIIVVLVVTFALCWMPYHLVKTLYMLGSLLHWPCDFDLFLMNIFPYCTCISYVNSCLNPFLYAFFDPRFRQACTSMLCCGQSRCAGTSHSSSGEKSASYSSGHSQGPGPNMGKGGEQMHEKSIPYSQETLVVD
#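 system = engineered CHO-K1 APJ arrestin reporter cells | input = 1000 cells per well | timing = overnight seeding, 90 min compound at 25 °C, 1 h detection | measured by = enzyme-fragment complementation luminescence | read-out = beta-arrestin recruitment to APJ as agonist activity, luminescent signal | control set = negative DMSO alone, positive Apelin-13 at 10 nM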
# APJ antag – APJ receptor antagonism; CHO-K1 APJ beta-arrestin complementation, luminescence; inhibition, % at 20 µM; 0.32% of 330,000 active;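 active = inhibition above about 40% at 20 µM, limit read from the data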;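 note: cells challenged with 10 nM apelin-13 agonist together with compound; plate controls were apelin-13 plus DMSO wells for no effect and DMSO wells lacking apelin-13 for full effect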
# tim10-1 inh – tim10-1 yeast growth inhibition; S. cerevisiae tim10-1 ts strain growth, BacTiter-Glo, 24 h; inhibition, % at 20 µM; 2.2% of 330,000 active;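 active = inhibition of at least 40%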;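 note: mutant grown at 25 °C; 0% = DMSO wells with yeast and 100% = wells holding no yeast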
# TIM10 inh – inhibits growth of TIM10 yeast strain; S. cerevisiae TIM10 strain growth, BacTiter-Glo luminescence, 24 h; 1.4% of 330,000 active; inhibition, % at 10 µM;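 active = inhibition of 40% or more at the single tested concentration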;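 note: wild-type TIM10 isogenic control strain grown at permissive 25 °C; 0% = DMSO yeast wells and 100% = minimal medium wells without yeast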
# NALP3 yeast inh – NALP3 inhibition in yeast; 0.39% of 330,000 active; Yeast reconstituted NLRP3/ASC/caspase-1, beta-gal luminescence, 24 h; inhibition, % at 10 µM; AID 2825;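 active = inhibition of 50% or more; inactive = inhibition below 50%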;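 note: plate controls were induced DMSO wells for no effect and uninduced yeast grown without galactose for full effect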
# beta cell repl – inducers of beta-cell replication in MIN6 cells. MIN6 cells proliferation, ATPlite luminescence, 48 h; cells starved in 0.2% serum; 100% = growth in 10% serum. proliferation, % at 10 µM. 0.29% of 330,000 active;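 active = compounds whose signal lies at least 3.5 SD above the mean of all wells on their plate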;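 note: 0% = DMSO-treated cells in low-serum medium and 100% = 10% serum control; some compounds called inactive have numbers as strong as hits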
# An asterisk follows results filed as active; x = no result given. Rows were taken by chance, and some 7.2% of all compounds hit somewhere here.
cpd	canonical_smiles	MPTP block	NR3A LBD binder	tim23-1 inh	APJ ag	APJ antag	tim10-1 inh	TIM10 inh	NALP3 yeast inh	beta cell repl
1	C=CCC[C@H](Cc1ccc(F)cc1)C(=O)OC[C@@H](Cc1c[nH]c2ccccc12)NC(=O)[C@@H](CC=C)CC(=O)NCCO	0.7	-6	16	12	-56	22	-1	11	-6
2	CNC(=O)c1ccc(Nc2nnc(-c3ccc(O)cc3)c3ccccc23)cc1	0.9	0	-7	-2	6	-5	2	-6	-4
3	CCOc1ccccc1NC(=O)c1cc(SC)ccc1Cl	0.2	-2	13	-2	15	19	14	22	2
4	Cc1noc(/C=C/N(C)C)c1S(=O)(=O)N1CCCC(C(=O)N2CCc3ccccc32)C1 (centres undefined)	-1.9	1	24	-2	2	8	2	0	-7
5	Cc1c(NC(=S)NC(=O)c2ccccc2Cl)c(=O)n(-c2ccccc2)n1C	-0.1	-1	16	0	1	5	-7	0	0
6	Cc1c(C(=O)N2CCN(C)CC2)oc2ccc(Br)cc12	0.1	-3	-3	-3	19	5	-2	5	2
7	Cc1ccc2sc(C)[n+](CCO)c2c1	-1.1	1	11	-1	-9	5	-1	14	-4
8	O=C(CCn1c(=O)oc2ccccc21)Nc1ccc(C(=O)O)cc1	-0.3	-8	10	2	10	-20	7	13	-3
9	Cc1c(Cl)c(C(=O)N2CCCCCC2)nn1C	-0.6	-1	14	-3	15	-15	-2	16	2
10	FC(F)Oc1ccc(NC(=S)NN2CCOCC2)cc1	-0.7	1	0	6	8	2	4	-10	-3
11	Nc1nc(SCC(=O)N2CCCCC2)[nH]c(=O)c1NC(=O)c1cccs1	0.2	0	1	-1	-5	-5	-15	7	-2
12	CCC(=O)Nc1cc(C(=O)O)ccc1S(=O)(=O)c1ccc(C)cc1	-8.9	1	-2	-1	4	-3	-3	11	-1

# Shown with values under each structure: 3 of the compounds above
# Value order – MPTP block	NR3A LBD binder	tim23-1 inh	APJ ag	APJ antag	tim10-1 inh	TIM10 inh	NALP3 yeast inh	beta cell repl
11. Nc1nc(SCC(=O)N2CCCCC2)[nH]c(=O)c1NC(=O)c1cccs1
    0.2	0	1	-1	-5	-5	-15	7	-2
1. C=CCC[C@H](Cc1ccc(F)cc1)C(=O)OC[C@@H](Cc1c[nH]c2ccccc12)NC(=O)[C@@H](CC=C)CC(=O)NCCO
    0.7	-6	16	12	-56	22	-1	11	-6
10. FC(F)Oc1ccc(NC(=S)NN2CCOCC2)cc1
    -0.7	1	0	6	8	2	4	-10	-3

# Following part.
cpd	canonical_smiles	MPTP block	NR3A LBD binder	tim23-1 inh	APJ ag	APJ antag	tim10-1 inh	TIM10 inh	NALP3 yeast inh	beta cell repl
13	Cc1cc(C)n2nc(SCCOc3ccc(F)cc3)nc2n1	-1.6	-1	13	-2	14	7	13	15	-4
14	CN(C)/C=C/C(=O)C(F)(F)F	0.2	-11	5	-1	-3	-7	2	-7	-1
15	COc1cccc(NC(=O)COC(=O)c2ccc(F)cc2F)c1	1.5	-1	-1	-3	-2	1	-11	18	-2
16	CCOC(=O)COc1cc(OCC(=O)OCC)c2c3c(c(=O)oc2c1)CCCC3	0.0	1	22	-3	18	29	-7	18	-2
17	CC1CS(=O)(=O)CCN1N=Cc1ccc([N+](=O)[O-])o1 (centres undefined)	0.1	-1	2	5	-9	17	7	32	3
18	CCn1c(=N)n(CC(=O)c2ccc(Cl)c(Cl)c2)c2ccccc21	-0.5	-14	25	0	-14	42*	8	27	-5
19	Cc1occc(=O)c1OCc1c(F)cccc1Cl	-0.7	1	10	-3	-1	18	-4	16	-2
20	CC1=C(C)C(c2ccccc2)NC(=S)N1 (centres undefined)	-0.2	-1	9	-4	0	25	16	9	0
21	O=C1NCCCC1C(=O)N/N=C/c1ccc([N+](=O)[O-])cc1 (centres undefined)	-0.3	0	11	3	-17	-11	2	7	0
22	COc1ccc(S(=O)(=O)N2CCOCC2)c(Cl)c1Cl	-2.4	0	8	-1	-14	0	-13	12	0
23	COc1ccc(Cl)cc1C(=O)Nc1cccc2ncccc12	1.2	4	27	-5	17	12	4	27	0
24	C/C(=N\NC(=O)C(=O)Nc1cccc(Cl)c1C)c1ccncc1	2.5	0	11	-1	4	9	8	16	0
25	CCC(C)(C)NC(=O)C(c1ccc(F)cc1)N(Cc1ccco1)C(=O)c1snc(C(N)=O)c1N (centres undefined)	-0.6	-17	18	-6	9	23	12	5	0
26	COC(=O)CNC(=O)Cn1cnc2sc(C)c(S(=O)(=O)N3CCC(C)CC3)c2c1=O	0.5	1	7	5	2	-7	-7	15	-2
27	C=CCOc1nc2sc(C)c(C)c2c(=O)n1-c1ccccc1	0.7	-2	25	0	-18	12	-3	20	-2
28	Cc1ccc(S(=O)(=O)N2CCCCC2)cc1NC(=O)CN1C(=O)c2ccccc2S1(=O)=O	-0.4	0	2	0	-3	6	4	15	-4
29	COc1ccc(C2Nc3ccccc3C(=O)N2NC(C)=O)c(OC)c1 (centres undefined)	0.1	-4	-5	-4	16	-8	0	-2	0
30	Cc1cc(=O)oc(C)c1C(=O)N1CCN(c2ccc(F)cc2)CC1	-2.7	-3	0	-3	-5	15	-2	6	2
31	COc1cc(C(=O)Nc2sc3c(c2C#N)CCN(C(C)=O)C3)cc(OC)c1OC	-1.6	0	15	0	4	12	-8	21	-2
32	O=C(CN1CCN(Cc2ccccc2)CC1)Nc1ccc(Cl)cn1	-0.9	-1	18	-3	-10	6	0	5	-2
33	CCOc1cc(-c2conc2N)cc(OCC)c1OCC	-1.6	0	41	-2	-16	42*	32	9	4
34	COC(=O)c1cccc(Nc2nc(-c3cccnc3)nc3ccccc23)c1	17	-3	31	3	5	14	4	29	-3
35	Cc1cccc(C(=O)OCC(=O)Nc2ccc3c(c2)OCCO3)c1	0.1	2	7	-5	-50	-8	-13	33	4
36	Cc1nc(NCCc2ccccc2)sc1C(=O)O	0.4	0	14	-6	2	15	9	13	-3

# The list continues:
item	smiles	MPTP block	NR3A LBD binder	tim23-1 inh	APJ ag	APJ antag	tim10-1 inh	TIM10 inh	NALP3 yeast inh	beta cell repl
37	Cc1c(C)c2ccc(OC(C)C(=O)NCCCN3CCOCC3)c(C)c2oc1=O (centres undefined)	-0.4	4	12	3	14	13	0	13	-1
38	Cc1[nH]c(=S)c(C#N)c(C)c1Cc1ccccc1	1.9	3	6	0	1	29	17	14	-3
39	Cc1oc(-c2ccccc2Cl)[n+]([O-])c1C	-1.1	1	13	0	5	15	10	4	0
40	Cc1nnc(NC(=O)CSc2nnc3scc(-c4ccc(C)c(C)c4)n23)s1	-4.1	0	10	1	-16	7	12	5	1
41	CC(=O)Nc1nc(CC(C)C)cc2c1c(=O)oc1ccccc12	2.7	-4	-7	-3	-5	-11	-7	-7	0
42	CCc1nn(CC(=O)NC(C)CCc2ccccc2)c(=O)c2cc3occc3n12 (centres undefined)	-2.5	-2	-3	2	19	10	0	7	-2
43	O=C(N[C@H](C(=O)O)c1ccccc1)C1CCC(Cn2nnc3ccccc3c2=O)CC1 (some centres undefined)	x	x	-13	-5	2	3	3	-4	5
44	Cc1ccc(CN2CC(C(=O)O)CC2=O)cc1 (centres undefined)	-1.0	1	3	-2	-4	6	0	1	-1
45	CN1CCN(C(=O)CN(C)S(=O)(=O)c2ccc3ccccc3c2)CC1	-0.3	0	10	0	3	7	7	22	-2
46	O=C(CCN1C(=O)/C(=C/c2ccccc2F)SC1=S)Nc1cccnc1	4.2	0	-4	3	-15	27	-1	14	0
47	N#CC(c1ccccc1)N(CCCCl)C(=O)c1ccccc1 (centres undefined)	0.5	0	13	1	22	25	7	12	1
48	C=CCNC(=S)N/N=C(\C)c1ccc(OC)cc1	1.3	-1	7	-4	5	41*	20	1	-3
49	O=C(c1ccccc1)N1CCN(c2ncnc3c2cnn3-c2ccccc2)CC1	0.1	-4	17	7	12	18	26	-6	-2
50	CCOc1ccc(NC(=O)CC2CC(C)(C)OC2=O)cc1 (centres undefined)	0.5	1	6	0	-4	4	3	-1	0
51	CC(NC(=O)Nn1cnnc1)(C(F)(F)F)C(F)(F)F	-0.9	2	3	-4	-11	5	-2	6	2
52	COc1ccc2ccccc2c1/C=N/Nc1cccc(C(=O)O)c1	0.0	1	23	3	-14	16	13	21	-4
53	CC(C)=NN/C(N)=N/C(=S)Nc1ccc(C)cc1	1.3	13*	-2	-6	18	12	10	-5	2
54	CCCCn1c(N)c(N(CC)C(=O)CCNC(=O)c2ccc(Cl)cc2)c(=O)[nH]c1=O	0.9	-1	10	-1	12	10	-11	2	-3
55	COc1ccc(NC(=O)Nc2ccc3c(c2)C(=O)N([C@H](C)CO)C[C@H](C)[C@@H](CN(C)C(=O)Nc2ccccc2)O3)cc1	0.6	-3	1	-3	-2	12	8	-2	2
56	CCCOC(=O)CSC1=C(C#N)C(c2ccccc2OC)C(C#N)C(=O)N1 (centres undefined)	-1.6	0	10	-3	15	7	11	17	1
57	COc1cc(/C=C/C(=O)OCC(=O)NC2CC2)cc(OC)c1OC	0.4	4	1	-1	2	-8	3	14	-2
58	C=CCNc1nc(N2CCCCC2)c(C#N)c2c1CN(Cc1ccccc1)CC2	0.4	-14	20	3	2	16	17	1	-4
59	COc1ccc(C2Nc3ccccc3C(=O)N2NS(C)(=O)=O)cc1 (centres undefined)	-0.3	-2	10	0	-3	2	0	1	-3
60	COc1ccc(-c2sc3cc4c(cc3c2C#CC2(N)CCCCC2)OCO4)cc1	0.1	-5	46	-6	3	48*	33	9	-7
61	COc1ccc(CCCC(=O)NC2CCCCC2C)c(C)c1 (centres undefined)	0.9	-5	17	-6	7	10	-6	14	-2
62	O=C(Nc1nc2c(s1)CCCC2)c1cccc(S(=O)(=O)N2CCCc3ccccc32)c1	0.3	-6	14	2	5	25	25	19	0

# Entries of single compounds from above. Screens in order: MPTP block, NR3A LBD binder, tim23-1 inh, APJ ag, APJ antag, tim10-1 inh, TIM10 inh, NALP3 yeast inh, beta cell repl
# C=CCNc1nc(N2CCCCC2)c(C#N)c2c1CN(Cc1ccccc1)CC2 reads 0.4, -14, 20, 3, 2, 16, 17, 1, -4
# COc1ccc(-c2sc3cc4c(cc3c2C#CC2(N)CCCCC2)OCO4)cc1 reads 0.1, -5, 46, -6, 3, 48*, 33, 9, -7

# In another format: three of the compounds above.
# Order of results: MPTP block | NR3A LBD binder | tim23-1 inh | APJ ag | APJ antag | tim10-1 inh | TIM10 inh | NALP3 yeast inh | beta cell repl
59: COc1ccc(C2Nc3ccccc3C(=O)N2NS(C)(=O)=O)cc1 (centres undefined)
→ -0.3 | -2 | 10 | 0 | -3 | 2 | 0 | 1 | -3
60: COc1ccc(-c2sc3cc4c(cc3c2C#CC2(N)CCCCC2)OCO4)cc1
→ 0.1 | -5 | 46 | -6 | 3 | 48* | 33 | 9 | -7
61: COc1ccc(CCCC(=O)NC2CCCCC2C)c(C)c1 (centres undefined)
→ 0.9 | -5 | 17 | -6 | 7 | 10 | -6 | 14 | -2
